From PubChem
HttQ103 aggreg: reduces HttQ103-GFP aggregates in PC12 cells | PC12 HttQ103-GFP aggregates, Acumen cytometry, 40 h | Potency, µM (titrated, usually from 46.1 µM), inactives show at the highest dose activity change, negative = inhibition, hits mostly inhibitors | actives 1.1% (n = 220,000); also: potency is read from the fitted curve at half-maximal effect; % is scaled to controls: 0 for no effect and ±100 for the full control effect; nearly all actives have a fitted effect of over 60% in size
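Multiplexed with ATP-based cell death, this channel scores GFP aggregates in PC12 cells expressing inducible HTTex1-Q103-GFP. Induction used 100 nM tebufenozide; compounds were tested in concentration series.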
SMN2 splice enh: SMN2 splice variant enhancement | HEK293 SMN2-luciferase splicing reporter, luminescence, 30-36 h | Potency, µM (highest dose often 46.1 µM), for the others: at the highest dose activity change, positive = activation, hits mostly activators | actives 2.8% (n = 210,000); also: potency is read from the fitted curve at half-maximal effect; % of control where 0% means no effect; nearly all actives have a fitted effect of over 55% in size
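HEK293 cells carry an SMN2 […]–luciferase reporter in which exon 7 inclusion puts luciferase in frame. Cells were plated 10-12 h before compound addition, then incubated 30-36 h at 37C. ONE-Glo luminescence was read; sodium butyrate at 4.5 mM final served as control.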
CBFb-RUNX1 inh: CBF-beta/RUNX1 interaction disruption. AlphaScreen CBFb-His/RUNX1-biotin binding, biochemical. Potency, µM (highest dose often 59.8 µM), inactives show at the top dose activity, negative = inhibition, usual class: inhibitors. 230,000 tested, under 10 active. AID 1477; also: % of control where 0% means no effect
Target sequence (Q01196 whole entry, looked up): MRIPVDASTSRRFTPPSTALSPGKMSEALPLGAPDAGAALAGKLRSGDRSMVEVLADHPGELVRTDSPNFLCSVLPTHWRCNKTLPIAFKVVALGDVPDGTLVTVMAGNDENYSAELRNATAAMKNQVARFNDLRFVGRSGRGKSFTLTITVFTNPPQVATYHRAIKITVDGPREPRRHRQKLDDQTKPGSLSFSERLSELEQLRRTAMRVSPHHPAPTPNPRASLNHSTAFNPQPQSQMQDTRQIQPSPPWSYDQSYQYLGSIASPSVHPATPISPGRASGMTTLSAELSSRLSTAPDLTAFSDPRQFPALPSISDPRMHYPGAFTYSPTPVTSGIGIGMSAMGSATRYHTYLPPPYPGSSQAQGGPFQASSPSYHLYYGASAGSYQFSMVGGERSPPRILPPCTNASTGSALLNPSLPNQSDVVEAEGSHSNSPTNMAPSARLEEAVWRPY
Target sequence (Q13951 whole entry, looked up): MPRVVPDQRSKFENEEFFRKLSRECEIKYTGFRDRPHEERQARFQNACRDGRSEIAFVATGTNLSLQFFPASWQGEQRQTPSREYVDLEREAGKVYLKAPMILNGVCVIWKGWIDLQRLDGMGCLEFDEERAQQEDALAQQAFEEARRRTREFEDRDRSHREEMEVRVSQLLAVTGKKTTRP
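Compounds were screened at multiple concentrations against a preformed CBF-beta(His)/RUNX1(biotin) complex (30 nM of each) for 15 min at room temperature, followed by 90 min with nickel and streptavidin beads and AlphaScreen reading.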
IMPase Li inh: membrane-permeable IMPase blocker, potentiated with lithium | CHO-M1 cells, IP1 TR-FRET (IP-One), carbachol + lithium | Potency, µM (titrated, usually from 59.4 µM), inactives show at the top dose activity, negative = IMPase inhibition, hits mostly inhibitors | actives 0.35% (n = 210,000);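 also: IP1 builds up when IMPase is blocked and the TR-FRET signal falls; potency is read from the fitted curve at half-maximal effect; plate controls were basal vehicle for no effect and high inhibitor control for full effect; nearly all actives have a fitted effect of over 50% in size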
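CHO cells stably expressing M1 receptor (2000/well, cultured 16–30 h) treated 30 min at 37C with compound plus low lithium. Cytosolic IP1 by TR-FRET (665/620 ratio and 620 channel) after 10 min lysis; AC50 by Hill fit.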
Luc counter: Kinase-Glo luciferase inhibition (counter-screen); Q27757; actives 0.28% (n = 200,000); Kinase-Glo luciferase, ATP luminescence, 8 min; Potency, µM (series often up to 38.3 µM), without a hit: at the top dose activity change, negative = inhibition, most hits filed as inhibitors; AID 1379; also: potency is read from the fitted curve at half-maximal effect; % is scaled to controls: 0 for no effect and ±100 for the full control effect; nearly all actives have a fitted effect of over 60% in size
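Light output from Kinase-Glo luciferase with luciferin and 10 uM ATP in 50 mM imidazole pH 7.2, KCl, MgCl2, Tween 20, BSA; compound pin-delivered, 8-min ambient incubation, then luminescence read.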
HTT ATP protect: protects HTT-Q103 PC12 cells, measured by ATP | PC12 HTT-Q103 induced, cytoprotection, ATP luminescence, 40 h | Potency, µM (highest dose often 56.4 µM), inactives show cytoprotection (ATP increase), actives largely listed as activators | actives 0.14% (n = 230,000);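 also: potency is read from the fitted curve at half-maximal effect; % of control where 0% means no effect; nearly all actives have a fitted effect of over 45% in size; toxic huntingtin expression switched on by the ecdysone agonist tebufenozide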
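Rat PC12, Q103 Htt exon1-GFP fusion, ecdysone promoter; tebufenozide inducer 100 nM final; compound titration; qHTS, 1500 cells/well; ATPlite luminescent read.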
Lamin A splicing: changes lamin A minigene splicing in HeLa cells | HeLa LMNA splicing GFP/RFP minigene ratio, 48 h | Potency, µM (doses to about 46.1 µM), inactives show at the highest dose ratio change, negative = inhibition, usual class: inhibitors | actives 0.01% (n = 200,000); active = well fitted inhibition curve with a large enough effect in the signal ratio, with a control signal flat, not every such curve was filed as active; inconclusive = small, poorly fitted or top-dose-only effect, or effect the other way, or a change in a side signal; the % refers to the signal ratio; also: potency is read from the fitted curve at half-maximal effect; % is scaled to controls: 0 for no effect and ±100 for the full control effect
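S3 HeLa cells stably expressing lamin A-EGFP splicing minigene plus DsRed2, 600 cells/well, 48 h compound exposure at 37C. Laser-scanning cytometry; analysed as GFP (500-530 nm)/RFP (575-640 nm) total intensity ratio; 0.5% DMSO vehicle.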
Active calls of the source: *; ? = inconclusive; · = not tested or not shown; [ ] = another dose, or the depositor's remark. Unless noted, calls follow the shape of the dose curve; as a rule, active = well fitted curve in the direction sought with a large enough effect; inconclusive = small, poorly fitted or top-dose-only effect, or another doubt; inactive = no such curve, though single readings can be large; an effect the other way counts as inactive or inconclusive.

SMILES	HttQ103 aggreg	SMN2 splice enh	CBFb-RUNX1 inh	IMPase Li inh	Luc counter	HTT ATP protect	Lamin A splicing
O=S(=O)(Nc1ncccn1)c1ccc(NC(=S)Nc2ccc(Cl)cc2)cc1	3%[9.22 µM]	·	12%	·	·	28%[10 µM]	·
O=C(NC1CCCC1)C1CCN(S(=O)(=O)N2CCCCC2)CC1	-4%	·	-3%	·	·	3%[0.074 µM]	?
Cc1ccc2nsnc2c1S(=O)(=O)N1CCCC1C(=O)O (centres undefined)	-2%[9.22 µM]	·	9%	2%	-3%	28%[10 µM]	?
COC(=O)C1(C)Cc2cc(OC(C)=O)c(OC(C)=O)cc2N1 (centres undefined)	-13%[9.22 µM]	·	5%	·	·	11%[10 µM]	·
C=C(C)Cn1c(=O)c(NC(=O)c2ccccc2)c2n(c1=S)CCC2	?	?	0%	0%[38.3 µM]	2%	3%[10 µM]	13%
O=C(NCCCn1ncc2ccccc21)c1cc(COc2c(F)cccc2F)on1	8%[9.22 µM]	?	4%	14%	3%	-15%[10 µM]	?
Clc1ccc(-c2n[nH]c3c2Cc2ccccc2-3)cc1Cl	10%[9.22 µM]	·	10%	·	·	16%[10 µM]	·
CCOc1ccc(NC(=O)Cn2nnc(C(=O)NCc3ccccc3OC)c2N)cc1	8%	-7%	1%	-8%[38.3 µM]	-5%	2%	-9%
CC(=O)Nc1ccc(N2CCCC(C)C2)c([N+](=O)[O-])c1 (centres undefined)	-2%	2%	-6%	2%	1%	-31%	-9%[46 µM]
COc1ccc(-c2csc(NC(=O)Cc3cccc4ccccc34)c2C(=O)O)cc1	5%	16%	-6%	19%	5%	-4%[10 µM]	11%[46 µM]
COC(=O)N/N=C/c1cn(Cc2ccc(Cl)cc2Cl)c2ccccc12	-16%	-72%[inhibitor]	-2%	6%	-1%	·	?
CC(C)N1C(=O)S/C(=C/c2ccc3c(c2)n(C)c(=O)n3C)C1=O	2%	-23%	2%	9%[38.3 µM]	-4%	-8%	?
CCCC1CCC(c2ccc(C(=O)NN)cc2)CC1 (centres undefined)	-31%	-30%	4%	-3%	4%	40%[1.9 µM]	?
O=C(O)CSc1cnc2ccccc2n1	2%	6%	9%	-6%[38.3 µM]	-2%	0%	0%
Cc1nc(NC(=O)c2ccccc2)nc2cc3c(cc12)OCO3	-14%	?	-3%	?	?	18%[10 µM]	-12%
CC1(C(=O)NC2CCCCCCC2)CCC(=O)N1Cc1cccs1 (centres undefined)	-8%	0%	0%	27%[38.3 µM]	13%	-3%[10 µM]	3%
COc1ccc(CNC(=O)/C=C/c2ccc(S(=O)(=O)N3CCOCC3)cc2)cc1	-6%	-25%	-10%	22%	2%	-2%[10 µM]	-15%[46 µM]
CCN(CC(=O)NC(C)(C)C)C(=O)c1ccc2c(c1)S(=O)(=O)c1ccccc1C2=O	5%	16%	5%	2%	-4%	-41%[inhibitor]	·
COC(=O)C1=C(C)N=c2s/c(=C/c3ccoc3)c(=O)n2C1c1ccccc1 (centres undefined)	29%	-26%	-8%	4%[38.3 µM]	-2%	-2%	6%
COc1cccc(NC(=S)NC2CC3CCCC(C2)N3CC(C)C)c1 (centres undefined)	-7%[9.22 µM]	·	5%	28%	-2%	-10%[10 µM]	?
CCOC(=O)C1CCN(c2c([N+](=O)[O-])c(C(Cl)Cl)nn2-c2ccccc2)CC1	-17%	-16%	-17%	9%	2%	-8%[10 µM]	-11%
Cc1ccc(N(CCC(=O)O)S(=O)(=O)c2ccccc2)cc1	-1%	11%	2%	-6%	-3%	1%[10 µM]	-3%
CC(C)c1ccccc1NC(=S)N(C)C	-7%[9.22 µM]	·	2%	·	·	12%[10 µM]	·
NS(=O)(=O)c1ccc(NC(=S)NC(=O)c2cccs2)cc1	-30%[9.22 µM]	·	6%	·	·	0%[10 µM]	·
CCOC(=O)c1nnn(-c2nonc2N)c1COc1c(C=O)cccc1OC	13%	3%	2%	-6%[38.3 µM]	2%	8%	?
Cc1[nH]c2ccc(F)cc2c(=O)c1SC(F)(F)C(F)C(F)(F)F (centres undefined)	-17%	-29%	2%	3%[38.3 µM]	-6%	7%	-7%
COC(=O)c1[nH]c2ccc(C)cc2c1NC(=O)CN1CCCC(C)(C)C1	8%	?	-1%	35%[activator][38.3 µM]	-2%	-19%[0.074 µM]	3%
COC(=O)CSc1nnc2n(-c3ccc(OC)cc3)c(=O)c3c4c(sc3n12)CCCCC4	-14%	17%	5%	0%[38.3 µM]	12%	-14%	4%
Cc1cc(-c2cc(C(=O)O)c3ccccc3n2)c(C)s1	2%[9.22 µM]	?	-2%	-17%	-3%	-71%[inhibitor]	·
Cc1ccc(C(=O)OCCc2c(C)[nH]n(-c3ccccc3)c2=O)cc1	15%	-22%	-3%	9%[38.3 µM]	0%	-5%	9%
Cc1cc(C(=O)NCCC2=CCCCC2)no1	2%	8%	2%	2%[38.3 µM]	-5%	-17%[0.074 µM]	?
COC(=O)c1ccccc1Sc1snnc1C	17%	2%	4%	8%	-2%	-7%[10 µM]	-3%[46 µM]
COc1ccccc1NC(=O)CNC(=O)c1ccccc1C	-5%[9.22 µM]	-4%	-6%	-1%[38.3 µM]	1%	-8%	-3%
CS(=O)(=O)N1CCN(c2ccccc2NC(=O)c2ccc(Br)o2)CC1	-11%	-20%	-4%	1%[38.3 µM]	-4%	9%	-5%
CN(C)c1nc(=S)nc(NCc2ccccc2)[nH]1	-9%	0%	-3%	-3%	-2%	-44%[inhibitor]	37%[46 µM]
CC(C)(C)c1cc(N/C=C\c2nnnn2-c2ccc(Br)cc2)no1	-10%	-23%	-12%	3%	-4%	14%[1.9 µM]	-2%

Arranged by the number under IMPase Li inh (descending): 3 of the compounds above.
SMILES,IMPase Li inh
CC(C)(C)c1cc(N/C=C\c2nnnn2-c2ccc(Br)cc2)no1,3%
CN(C)c1nc(=S)nc(NCc2ccccc2)[nH]1,-3%
Cc1cc(-c2cc(C(=O)O)c3ccccc3n2)c(C)s1,-17%

Later entries
SMILES	HttQ103 aggreg	SMN2 splice enh	CBFb-RUNX1 inh	IMPase Li inh	Luc counter	HTT ATP protect	Lamin A splicing
CN1CCN(CC#CC(C)(O)C2CC3C=CC2C3)CC1 (centres undefined)	11%[9.22 µM]	-3%	-8%	13%[38.3 µM]	1%	-23%	4%
Clc1ccc(Cc2nnc(-c3cccs3)o2)cc1	18%	7%	-4%[2.36 µM]	7%	0%	-1%	11%
Cc1csc2ncc(C(=O)NCc3ccc4c(c3)OCO4)c(=O)n12	?	-2%	10%	21%[38.3 µM]	-1%	-6%	-7%
Cc1ccccc1Nc1nc(N)nc(COC(=O)c2cccc(S(=O)(=O)N(C)c3ccccc3)c2)n1	13%	-4%	-2%	20%	0%	·	-15%
O=C(NCC(c1ccc(F)cc1)N1CCOCC1)c1cccc(Br)c1 (centres undefined)	-2%	-1%	-2%	8%	5%	-26%	-12%[46 µM]
CCc1nnc(NC(=O)CSc2ncnc3scc(-c4ccc(C)cc4)c23)s1	7%	-4%	-4%	-4%[38.3 µM]	2%	9%	6%
COc1cc(C2C3C(C)N(C)C(=O)N(C)C3N(C)C(=O)N2C)ccc1O (centres undefined)	6%	-1%	-2%	-16%[38.3 µM]	-4%	15%[10 µM]	14%
COC(=O)c1ccc(-n2nnnc2SCC(=O)NCc2cccc(C(=O)O)c2)cc1	3%	25%	-3%	9%[38.3 µM]	1%	-13%[0.074 µM]	0%
C(/C=C/C=C/Nc1ccccc1)=Nc1ccccc1	3%	21%	1%	23%[38.3 µM]	-4%	27%	-5%
Cc1nc2sc(C(c3ccc(Cl)cc3)N3CCN(CCO)CC3)c(O)n2n1 (centres undefined)	-5%[9.22 µM]	·	2%	·	·	-21%[10 µM]	·
O=C(Cn1nnc2ccccc21)NNC(=S)NC1CCCCC1	-9%[9.22 µM]	·	2%	11%	-2%	9%[10 µM]	·
Cc1cc(=O)[nH]c(SCc2nnc(-c3ccccc3)o2)n1	5%	8%	0%	14%[38.3 µM]	1%	-8%	3%
COc1cc(-c2nc3ccccn3c2/N=C/c2ccccc2)ccc1O	12%	9%	-2%	27%[38.3 µM]	5%	25%	?
CCN(CC)c1cc(C)c2cc(NC(=O)c3ccc(Br)o3)ccc2n1	-24%	-8%	-1%	15%[38.3 µM]	4%	-33%	3%
O=Cc1ccsc1B(O)O	·	-3%	7%	-6%	0%	8%	·
COc1ccc(CNc2nc3nc(C)cc(C)n3n2)cc1	-1%	12%	-1%	8%[38.3 µM]	0%	24%	9%
COc1ccc(NS(=O)(=O)c2cc(NC(=O)C3CC3)ccc2N2CCOCC2)cc1	29%	29%	-7%	0%	-1%	·	·
O=C(NCCc1ccccc1)c1cccs1	2%[9.22 µM]	11µM*	0%	4%[38.3 µM]	-5%	-24%	-2%
COC(=O)c1ccc(NC(=O)Nc2ccc3c(c2)nc(C)n3C)cc1	-12%[9.22 µM]	·	7%	11%	-2%	14%[10 µM]	?
Cc1ccc(-c2nnc(SCC(=O)NNC(=O)COc3cccc4ccccc34)n2C)cc1	2%	-2%	4%	-1%	2%	44%[10 µM]	-10%
CCOC(=O)C(c1ccccc1)C(Nc1ccccc1)c1ccccn1 (centres undefined)	9%[9.22 µM]	·	6%	·	·	10%[10 µM]	·
CCOCc1nnc(NC(=O)c2ccc(OC)cc2)s1	7%	18µM*	8%	-3%	0%	12%[10 µM]	-8%
O=[N+]([O-])c1cccc(/C=N\NC2=CS(=O)(=O)C=C2)c1	·	2%[9.22 µM]	·	2%	-3%[7.66 µM]	6%[10 µM]	·
CCN(CC)C(=O)Cn1cc(S(=O)(=O)CC(=O)N2CCCCCC2)c2ccccc21	-2%	-2%	1%	-3%	0%	?	7%[9.22 µM]

Ordered by number of heavy atoms (largest number first): three of the compounds above.
SMILES	HttQ103 aggreg	SMN2 splice enh	CBFb-RUNX1 inh	IMPase Li inh	Luc counter	HTT ATP protect	Lamin A splicing
Cc1ccc(-c2nnc(SCC(=O)NNC(=O)COc3cccc4ccccc34)n2C)cc1	2%	-2%	4%	-1%	2%	44%[10 µM]	-10%
O=[N+]([O-])c1cccc(/C=N\NC2=CS(=O)(=O)C=C2)c1	·	2%[9.22 µM]	·	2%	-3%[7.66 µM]	6%[10 µM]	·
O=C(NCCc1ccccc1)c1cccs1	2%[9.22 µM]	11µM*	0%	4%[38.3 µM]	-5%	-24%	-2%
